Screening data as filed in PubChem BioAssay.
AmpC detergent = inhibitors of E. coli AmpC beta-lactamase with detergent; P00811; AmpC hydrolysis of nitrocefin, absorbance 480 nm, 0.01% Triton; Potency, µM (series often up to 114 µM), for inactives: at the top dose activity change, negative = inhibition, hits mostly inhibitors; actives 0.041% (n = 370,000);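 note: potency is the fitted concentration of half-maximal effect; 0% = no-compound wells and -100% = no-enzyme wells; nearly all actives have a fitted effect of over 25% in size; some results filed as inactive show a strong effect at the top dose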
Target sequence (P00811 whole entry, looked up): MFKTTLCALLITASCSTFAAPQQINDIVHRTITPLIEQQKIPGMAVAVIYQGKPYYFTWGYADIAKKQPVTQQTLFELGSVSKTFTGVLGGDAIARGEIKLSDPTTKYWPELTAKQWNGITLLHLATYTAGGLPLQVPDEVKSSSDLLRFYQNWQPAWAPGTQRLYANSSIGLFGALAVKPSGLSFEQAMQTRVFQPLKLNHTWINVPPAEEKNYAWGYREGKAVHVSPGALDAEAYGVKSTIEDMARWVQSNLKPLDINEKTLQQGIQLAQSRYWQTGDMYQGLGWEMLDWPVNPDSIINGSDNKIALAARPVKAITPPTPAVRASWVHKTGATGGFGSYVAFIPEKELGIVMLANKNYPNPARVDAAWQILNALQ
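AmpC (5.3 nM in the dispensed reagent) in 20 mM phosphate pH 7.0 with 0.01% (detergent screen) or 0.0001% Triton X-100 was preincubated with compounds for 15 min at room temperature. Nitrocefin was then added from an 800 uM solution, and hydrolysis was followed at 480 nm.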
HCMV antiviral = inhibitors of human cytomegalovirus; HFF cells, HCMV-luciferase reporter, 72 h; hits give low values; activity change, negative = inhibition, % at 57.5 µM; actives 4.5% (n = 410,000); AID 1259415; in the data active = activity change below about -60%; inconclusive = no clear call, values can overlap the other calls; inactive = above about -39%
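Two compound doses tested in HFFs infected with HCMV-luciferase, MOI 1 PFU/cell, 72 h at 37C. Lysate luminescence read with OneGlo; data normalized against buffer-only and 10uM Salinomycin inhibitor controls.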
HCV inh = blocks hepatitis C virus; Huh7.5.1 HCVcc-Cre infection, luciferase reporter, 44 h; Potency, µM (highest dose often 41.8 µM), for the others: at the top dose activity change, negative = inhibition, most hits filed as inhibitors; actives 3.4% (n = 340,000); AID 651820; note: potency is the fitted concentration of half-maximal effect
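Cells seeded at 1,000/well and cultured 4 h, then compounds added followed by HCVcc-Cre virus (~0.5 moi). After 44 h further culture, luciferase substrate was added, plates held 15 min at room temperature, and luminescence read for 15 sec.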
AMA1-RON2 inh = disrupts binding of P. falciparum AMA1 to RON2; AlphaScreen AMA1-biotinylated RON2 peptide binding; Potency, µM (doses to about 58.2 µM), without a hit: at the highest dose activity change, negative = inhibition, most hits filed as inhibitors; AID 720542; actives 0.2% (n = 360,000);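 note: potency is the fitted concentration of half-maximal effect; 0% = vehicle wells and -100% = peptide control; nearly all actives have a fitted effect of over 45% in size; some results filed as inactive show a strong effect at the top dose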
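AMA1 (3D7) with his tag at 25 nM final met compounds first, then biotinylated RON2 peptide at 25 nM; detection used donor plus acceptor beads, 10 µg/mL apiece, read by AlphaScreen after 30 min at room temperature.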
AmpC inh no detg = blocks E. coli AmpC beta-lactamase in detergent-free assay; P00811; AmpC nitrocefin hydrolysis, absorbance 480 nm, 0.0001% Triton; Potency, µM (top dose mostly 57.1 µM), without a hit: at the highest dose activity change, negative = inhibition, usual class: inhibitors; actives 0.52% (n = 330,000);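 note: potency is the fitted concentration of half-maximal effect; plate controls were no compound for no effect and no enzyme for full effect; nearly all actives have a fitted effect of over 20% in size; some results filed as inactive show a strong effect at the top dose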
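20 mM phosphate pH 7.0 + 0.01% (detergent screen) or 0.0001% Triton X-100; 5.3 nM AmpC reagent; cpd preinc 15 min RT; nitrocefin (800 uM stock) to start; A480 q20 s × 4 min; Activity was normalised to no-enzyme and no-compound control wells.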
TbPYK inhibitor = inhibitors of Trypanosoma brucei pyruvate kinase. Potency, µM (highest dose often 76.8 µM), inactives show at the top dose activity, negative = inhibition, actives largely listed as inhibitors. TbPYK enzyme, Kinase-Glo Plus ATP luminescence, 45 min. Q57TT1. actives 0.12% (n = 410,000); note: potency is the fitted concentration of half-maximal effect; nearly all actives have a fitted effect of over 50% in size
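Enzyme and substrate buffer are dispensed first and compound is pin-transferred. ADP at 130 uM final then starts the reaction, which runs 45 min at room temperature. Detection reagent is added for 10 min before luminescence is imaged.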
LmPK inh = LmPK (Leishmania mexicana) enzyme inhibition. Q27686. purified LmPK, Kinase-Glo ATP luminescence, 1 h. Potency, µM (doses to about 57.5 µM), for the others: at the top dose activity change, negative = inhibition, most hits filed as inhibitors. actives 0.37% (n = 290,000). AID 1721; note: potency is the fitted concentration of half-maximal effect
Target sequence (Q27686 whole entry, looked up): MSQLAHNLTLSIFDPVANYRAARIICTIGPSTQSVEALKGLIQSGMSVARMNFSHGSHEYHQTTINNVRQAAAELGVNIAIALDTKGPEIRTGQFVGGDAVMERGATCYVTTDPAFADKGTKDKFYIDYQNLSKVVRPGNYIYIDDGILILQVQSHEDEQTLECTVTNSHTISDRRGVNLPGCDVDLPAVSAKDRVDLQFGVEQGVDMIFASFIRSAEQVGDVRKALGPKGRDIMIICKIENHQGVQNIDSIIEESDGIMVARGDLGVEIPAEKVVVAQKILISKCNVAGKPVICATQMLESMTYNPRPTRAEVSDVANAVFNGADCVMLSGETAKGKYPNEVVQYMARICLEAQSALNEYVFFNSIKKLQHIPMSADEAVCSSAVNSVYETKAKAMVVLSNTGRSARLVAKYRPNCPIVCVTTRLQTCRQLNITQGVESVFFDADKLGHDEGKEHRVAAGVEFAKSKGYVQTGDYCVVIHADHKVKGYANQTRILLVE
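Kinase-Glo luminescence read after 1 h RT reaction of 0.1 nM LmPK with 0.5 mM PEP and 0.1 mM ADP. Activity scaled between uninhibited and enzyme-free controls.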
The depositor's hits bear a star; ? = inconclusive; . = not tested or not shown; & = joins results of further samples; [ ] = dose if it differs, or a comment. Unless noted, calls come from the whole dose curve; as a rule, active = well fitted curve in the direction sought with a large enough effect; inconclusive = small, poorly fitted or top-dose-only effect, or another doubt; inactive = no such curve, though single readings can be large; an effect the other way counts as inactive or inconclusive. Unless noted, % is set by controls: 0 for no effect and ±100 for the full control effect.

SMILES | AmpC detergent | HCMV antiviral | HCV inh | AMA1-RON2 inh | AmpC inh no detg | TbPYK inhibitor | LmPK inh
NC(=O)c1cccn1-c1ncc(C(F)(F)F)cc1Cl | -12% | -19 | 7% | 6% | -18% | 0% | 10%
Cc1ccc(C)c(OCCC(=O)OCC(=O)NC(=O)NC2CCCC2)c1 | 1% | 5 | 0% | -12% | 42% | 2% | .
COc1cccc(C2CC(c3ccc(C)cc3)=NN2C(=O)c2ccccc2F)c1OC (stereo not drawn) | -9% | 35 | ? | -13% | 54% | 0% | 6%
CN(CC(=O)Nc1ccc(Br)cc1)S(=O)(=O)c1cccc2nsnc12 | 0% | -30 | . | . | . | 1% | .
CC(O)CNc1nc(N)[nH]c(=O)c1N=Nc1ccccc1 (stereo not drawn) | . | 33 | -25% | 5% | . | 2% | .
c1ccc(C2=NNC(=NC3CC3)SC2)cc1 | -6% | 1 | 1% | 27% | -2% | ? | 4.5µM*
O=C(Nc1ccc2c(c1)OCO2)c1ccncc1 | -1% | 37 | 25% | -1% | -10% | -9% | -5%
O=C(CS(=O)(=O)c1cccc2nsnc12)N1CCN(c2cccc(Cl)c2)CC1 | 1% | -13 | . | . | . | -4% | .
CCOc1ccc2nc(NC(=O)CSc3ccc(Cl)cc3)sc2c1 | 2% | -14 | -26% | -15% | -29% | 0% | 7%
C=CC[C@@H]1Cc2c(Br)ccc(Br)c2[C@@H](CC=C)N1 | -8% | -27 | 30% | 26% | -22% | -10% | 0%
O=S(=O)(Nc1ccc(N2CCOCC2)cc1)c1ccc2ccccc2c1 | 3% | 2 | -5% | ? | -31% | 5% | 6%
Cn1nnc(NC(=S)NC(=O)c2ccc3ccccc3c2)n1 | . | -67* | . | 117%[activator] | . | -14% | .
COc1cccc(CNC(=O)COC(=O)c2ccc(N3CCCC3=O)cc2)c1 | . | 20 | . | -2% | . | -5% | .
O=C(NCc1cccnc1)c1cc(C(=O)C2CC2)c[nH]1 | -3% | 6 | 6% | -2% | -23% | 2% | -1%
CCN(CC)c1ccc(NC(=O)CN2CCN(CC(=O)Nc3ccccc3F)CC2)cc1 | 0% | 42 | 12%&-12% | -12% | 47% | -6% | 3%
CN1CCC(N2CCN(C3CN(C4CCCCC4)S(=O)(=O)C3)CC2)CC1 (stereo not drawn) | . | -2 | . | 7% | . | 2% | .
CCCCN(C(=O)Cn1ncc(Cl)c(Cl)c1=O)c1c(N)n(CC(C)C)c(=O)[nH]c1=O | 10% | . | 3% | 12% | 0% | -17% | 0%
CCOC(=O)NN=C1CN(S(=O)(=O)c2ccc(C)cc2)C1 | -12% | 4 | 3% | -8% | -4% | 3% | -1%
C#CCOCCOCCOCCNc1nc(N2CCN(C(=O)[C@H](CCC(=O)O)n3cc(C(N)CO)nn3)CC2)nc(N2CCN(C(=O)[C@H](Cc3ccc(O)cc3)n3cc(C(N)[C@H](C)CC)nn3)CC2)n1 (stereo partly drawn) | 6% | 0 | 14% | 19% | 128%[activator] | 0% | -5%
COC(=O)c1ccc2c(c1)N(CC(=O)Nc1ccc(C)c(C)c1)C(=O)c1ccccc1S2 | ? | 6 | . | . | . | 0% | .
Cc1ccc(-n2cc(CN(C)Cc3ncc[nH]3)c(-c3cccc(C)c3)n2)cc1 | -1% | ? | ? | 2% | 179%[activator] | -14% | 1%
COc1cc(-c2nc(-c3ccc(-c4ccccc4)nc3OC)no2)cc(OC)c1OC | -14% | . | . | . | -22% | . | 3%
CCCCOc1ccc(C(=O)Nc2ccc(OCC(=O)N3CCOCC3)cc2)cc1 | ? | 110 | -19% | 3% | 129%[activator] | 1% | 2%
COc1cc(Cl)c(C)cc1NC(=O)CCn1cnc2onc(-c3ccc(F)cc3)c2c1=O | -8% | -11 | . | . | . | -4% | .
COc1ccc(NC(=O)CSc2ccc(C)cc2)cc1 | -1% | 41 | -5% | -11% | 1% | -4% | 1%
N=c1n(Cc2ccc(Cl)cc2)c2ccccc2n1CC(O)COc1ccccc1 (stereo not drawn) | ? | -102* | 13µM* | -14% | 17% | -2% | 7%
N#CC1=C(N)Oc2cc(O)ccc2C1c1cccnc1 (stereo not drawn) | -16% | -23 | 10% | -5% | -13% | 19% | 3%
CCc1ccccc1NC(=O)c1cc(C2CC2)on1 | ? | 24 | 2% | 2% | -10% | -5% | -6%
CC(=O)c1c(N2CCN(CCO)CC2)nc(=S)n(-c2ccccc2)c1C | -11% | 11 | -1% | -1% | -11% | -9% | 3%
CC(=O)Nc1ccc(C(=O)N2CCCCC2c2cc(C(=O)NCc3cccnc3)no2)cc1 (stereo not drawn) | . | 7 | . | -3% | . | -2% | .
CCCCC(=O)Nc1cc(C(=O)NCCc2ccccc2)ccc1Cl | ? | 18 | -8% | 1% | -44% | 2% | -4%
Cc1cc(C(=O)NCc2ccccc2Cl)c2ccccc2n1 | ? | 14 | -16% | -26% | 26% | 1% | -1%
Cc1nc(CS(=O)(=O)c2ccc(Cl)cc2)cc(Sc2ccc(Cl)cc2)n1 | 10% | -39 | ? | -1% | 4µM* | -1% | 7%
CCc1ccc(OCc2n[nH]c(=S)n2C(C)CCCC(C)C)cc1 (stereo not drawn) | 0% | -27 | ? | 78%[activator] | -17% | -8% | -2%
Cn1c2ccccc2c2cnn(CC(=O)O)c(=O)c21 | -1% | 29 | 19% | -21% | -20% | -2% | 2%
CSc1cccc(NC(=S)N2CCC(N(C)C3CCCCC3C)CC2)c1 (stereo not drawn) | 4% | -6 | ? | -9% | -19% | -4% | 2%
CCN(C(=O)C(C)Sc1ccc(S(=O)(=O)N2CCOCC2)cn1)c1ccccc1 (stereo not drawn) | -8% | 58 | -6% | 8% | 93%[activator] | -6% | .
Cc1ccc(-c2nc(C(=O)Nc3cccc(C#N)c3)c3n2CCCCC3)cc1 | 20% | -7 | . | . | . | 2% | .
O=C(Nc1ccccc1)c1cnc[nH]1 | -7% | 91 | 28% | 0% | -15% | 2% | -11%
COc1ccc(NC(C)=O)cc1NS(=O)(=O)c1ccc2c(c1)OCCO2 | 0% | -12 | 0% | 0% | -21% | -11% | .
CC(=O)c1cccc(NC(=O)N2CCC(NC(=O)c3ccco3)CC2)c1 | -8% | -35 | 2% | 10% | -7% | -18% | -1%
CN(Cc1ccc(F)cc1)C(=O)c1ccc(NS(=O)(=O)c2ccccc2)cc1 | ? | -14 | -4% | 4% | -12% | 1% | .
Cc1n[nH]c(=O)c2ccccc12 | -7% | 0 | -18% | 11% | -3% | 4% | 2%
CC(C)C(NC(=O)C1CCCCC1)C(=O)Nc1ccncc1 (stereo not drawn) | ? | 57 | 26% | -1% | -6% | 0% | -4%
O=C(N/N=C/c1ccc([N+](=O)[O-])o1)c1ccccc1NS(=O)(=O)c1cccs1 | 0% | ? | 5% | 26% | -36% | -2% | 5%
CC(NC(=O)CSc1nc2ccccc2c(=O)n1CCCO)c1ccccc1 (stereo not drawn) | 5% | -32 | 1% | 1% | 54% | 1% | 5%
Cc1ccc(/C=C2/SC(=S)N(CCC(=O)N3CCN(C)CC3)C2=O)cc1 | -2% | -74* | ? | 1% | 27% | 4% | -3%
CCOc1ccccc1NC(=O)CSc1nnc(-c2cccnc2)o1 | -6% | -10 | 15% | 2% | -12% | 4% | .
c1ccc(-c2noc(-c3ccc4c(c3)OCO4)n2)nc1 | -1% | -81* | ? | 7% | ? | 11µM* | 3.2µM*
Cc1ccc(C)c(NC(=O)Cn2nnc(C(=O)NCCc3ccccc3)c2N)c1 | -4% | -16 | . | . | . | -2% | .
Carrying on:
SMILES | AmpC detergent | HCMV antiviral | HCV inh | AMA1-RON2 inh | AmpC inh no detg | TbPYK inhibitor | LmPK inh
CCC(=O)OC1(C)C(=O)C=C2C=C(c3ccc(C#N)cc3)OC=C2C1=O (stereo not drawn) | . | -3 | ? | -2% | . | -18% | .
COc1ccc(CCNC(=O)Cc2cccs2)cc1 | 2% | -27 | 23% | -4%[11.6 µM] | -18% | -11% | 0%
COc1ccc(CC(=O)N(Cc2cc3cc(OC)ccc3[nH]c2=O)C(C)C)cc1 | ? | -14 | ? | 7% | -22% | -11% | 6%
NNc1nnc(-c2ccccc2)c(-c2ccccc2)n1 | ? | 2 | ? | 19% | -34% | 5% | 1%
COc1ccc(N(CC(=O)Nc2cccc(Cl)c2)S(=O)(=O)c2c(C)[nH]c(=O)[nH]c2=O)cc1 | -7% | 14 | . | . | . | 6% | .
Brc1cc(Br)c2nc3c(cc2c1)CCC3 | -5% | -27 | 10µM* | 14% | 26% | 2% | -9%
Cc1ccc(SCn2nnc3ccccc3c2=O)c(C)c1 | 1% | ? | -18% | 1% | -27% | 2% | 4%
CCOc1cc(/C=C/c2cc(C(=O)O)c3ccccc3n2)ccc1O | -20% | -6 | 16% | -4% | -9% | -15% | -1%
CCOC(=O)c1c(SC)n(-c2ccccc2)c(=S)n(-c2ccccc2)c1=O | 3% | 1 | 20% | -7% | 7% | -5% | 9%
C=CCN(C(=O)CCC(=O)Nc1cc(C)on1)C(C(=O)NC1CCCC1)c1ccc(OC)cc1OC (stereo not drawn) | -1% | 19 | -7% | 4% | -1% | -3% | 0%

Single records, from the list above. Order of values: AmpC detergent, HCMV antiviral, HCV inh, AMA1-RON2 inh, AmpC inh no detg, TbPYK inhibitor, LmPK inh
Entry for COc1ccc(NC(=O)CSc2ccc(C)cc2)cc1 : -1%, 41, -5%, -11%, 1%, -4%, 1%
Entry for COc1ccc(N(CC(=O)Nc2cccc(Cl)c2)S(=O)(=O)c2c(C)[nH]c(=O)[nH]c2=O)cc1 : -7%, 14, ., ., ., 6%, .
Entry for Cc1nc(CS(=O)(=O)c2ccc(Cl)cc2)cc(Sc2ccc(Cl)cc2)n1 : 10%, -39, ?, -1%, 4µM*, -1%, 7%
Entry for N=c1n(Cc2ccc(Cl)cc2)c2ccccc2n1CC(O)COc1ccccc1 (stereo not drawn) : ?, -102*, 13µM*, -14%, 17%, -2%, 7%

More structures
SMILES | AmpC detergent | HCMV antiviral | HCV inh | AMA1-RON2 inh | AmpC inh no detg | TbPYK inhibitor | LmPK inh
O=C(CSc1ccccc1F)Nc1ccc2c(c1)OCO2 | . | 18 | -17% | -7% | -14% | 1% | .
CCCCCCCC1=NN(c2ccc(S(=O)(=O)O)cc2)C(=O)C1N=O (stereo not drawn) | . | -19 | . | -3% | . | -8% | .
COc1ccccc1C(=O)NNC(=O)c1ccccc1F | ? | 35 | 2% | 44%[activator] | -6% | -11% | -22%
O=C(CSc1ccccc1Cl)N1CCOCC1 | -6% | -16 | 22% | 34%[activator] | -12% | 1% | 1%
CCN(CC)c1ccc(/C=N/NC(=O)Cc2cccs2)c(O)c1 | -7% | -100* | ? | 46%[activator][11.6 µM] | -24% | -5% | 0%
